RBX1-CUL1 inh – human ROC1-CUL1 E3 ligase inhibition; in vitro K48 di-Ub FRET, acceptor:donor ratio, 45 min; 0.6% of 140,000 active; inhibition, % at 10 µM; in the data active = inhibition above about 25%
Target sequence (P62877 whole entry, looked up): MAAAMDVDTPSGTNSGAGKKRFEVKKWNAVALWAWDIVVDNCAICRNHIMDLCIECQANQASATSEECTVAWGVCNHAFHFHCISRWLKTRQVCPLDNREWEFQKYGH
Target sequence (Q13616 whole entry, looked up): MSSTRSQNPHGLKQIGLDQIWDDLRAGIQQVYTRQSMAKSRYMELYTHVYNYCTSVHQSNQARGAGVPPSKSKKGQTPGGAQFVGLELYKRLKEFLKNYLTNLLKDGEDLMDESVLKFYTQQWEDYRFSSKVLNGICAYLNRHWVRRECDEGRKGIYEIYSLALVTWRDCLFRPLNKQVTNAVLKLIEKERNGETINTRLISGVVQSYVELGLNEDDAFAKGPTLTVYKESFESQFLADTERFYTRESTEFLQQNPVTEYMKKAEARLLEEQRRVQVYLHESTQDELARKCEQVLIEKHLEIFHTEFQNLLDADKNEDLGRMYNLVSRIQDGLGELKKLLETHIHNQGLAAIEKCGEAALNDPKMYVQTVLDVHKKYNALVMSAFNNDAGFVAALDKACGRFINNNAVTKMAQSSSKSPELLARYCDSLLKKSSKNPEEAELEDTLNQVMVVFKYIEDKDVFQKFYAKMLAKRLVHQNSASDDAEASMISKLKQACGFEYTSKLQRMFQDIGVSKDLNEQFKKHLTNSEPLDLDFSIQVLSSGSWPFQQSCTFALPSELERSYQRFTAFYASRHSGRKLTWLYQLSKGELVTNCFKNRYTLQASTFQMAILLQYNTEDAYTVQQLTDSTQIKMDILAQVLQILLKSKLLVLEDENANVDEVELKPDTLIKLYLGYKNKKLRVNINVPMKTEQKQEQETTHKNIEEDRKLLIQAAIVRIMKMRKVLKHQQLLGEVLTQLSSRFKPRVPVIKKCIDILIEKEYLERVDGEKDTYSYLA
Numbers without * were called inactive.

RBX1-CUL1 inh | smiles
10 | CCCC(=O)Nc1cc(S(=O)(=O)N(CC)CC)ccc1Cl
-15 | N=C1CC(=O)N=C(SCC(=O)Nc2ccc(F)cc2)N1c1cccc(Cl)c1
-2 | C1=C(c2nc3ccccc3s2)N2CCCCN=C2S1
3 | COc1ccc(OC)c(N=C2C(=O)N(c3ccccc3)C(=O)C2Cl)c1 (stereo unspecified)
-14 | Cc1ccccc1C(=O)NC(NCc1cccnc1)C(Cl)(Cl)Cl (stereo unspecified)
3 | CCOc1ccc(NS(=O)(=O)c2ccc3c(c2)NC(=O)CCS3)cc1
-4 | Cn1nnnc1SCN1C(=O)c2ccccc2C1=O
-1 | O=C(CSc1nc(-c2cccs2)cc(C(F)(F)F)n1)Nc1ccc(Br)cc1
0 | O=C(NCc1ccc(Cl)cc1)c1ccc2c(c1)nnn2C1CCCC1
2 | CC(C)CN(C)c1ccc(C(=O)NCCC2CCCCN2C)cn1 (stereo unspecified)
4 | O=C(CCC1CCCN(CC2CCCCC2)C1)NC1CC1 (stereo unspecified)
-4 | O=C(CCCC(=O)OCC(=O)c1ccc(F)cc1)Nc1ccc(Cl)c(Cl)c1
-1 | O=C(COC(=O)c1cccc2ccccc12)c1ccc2ccccc2c1
5 | COc1cc(OC)cc(-c2nc3n(n2)C(c2ccccc2)C(C(N)=O)C(C)=N3)c1 (stereo unspecified)
-10 | COC(=O)c1cc(NC(=O)[C@H](CCS(C)(=O)=O)N2Cc3ccccc3C2=O)cc(C(=O)OC)c1
10 | Brc1ccc(-c2csc3nc4nc5ccccc5c-4nn23)cc1
6 | CC(=O)N1CCC2(CC1)C1CN(C(C)=O)CC=C1C(C#N)C(=N)C2(C#N)C#N (stereo unspecified)
-3 | Cc1cccc2sc(NC(=O)C3CC3)nc12
-8 | c1ccc2c(CNc3ccc(N4CCOCC4)cc3)cccc2c1
3 | COc1cccc(OCC(O)CNC(=O)CCC2(Cc3ccc(F)c(OC)c3)CCC(=O)N2)c1 (stereo unspecified)
0 | CCCCN(CC)C(=O)Cn1c(=O)n(-c2ccc(OCC)cc2)c(=O)c2c3c(sc21)CCCC3
-7 | O=C(c1csc2nc(-c3ccc(F)cc3)cn12)N1CCOCC1
-1 | CC1=NN(c2ccccc2)C(=O)/C1=C/c1ccc[nH]1
-8 | CCOCCCNC(=O)C1CCCN(c2nc(C)c3ccc(S(C)(=O)=O)cc3n2)C1 (stereo unspecified)
-13 | COc1ccc(N2C(=O)NC(=O)C3C2=NC(c2ccccc2F)=NC3(C(F)(F)F)C(F)(F)F)cc1 (stereo unspecified)
10 | CC1=NC2=C(C(=O)CC(c3ccccc3)C2)C(c2ccccc2C(F)(F)F)C1C(=O)Nc1cc(C)ccn1 (stereo unspecified)
-5 | CCOC(=S)SCC(=O)Nc1nc(-c2ccc(OC)cc2)c(C)s1
11 | Cn1c(=O)n(C)c2cc(/C=C3\SC(=Nc4ccccc4)N(c4ccccc4)C3=O)ccc21
8 | COc1ccc(CNC(=O)CCc2c(C)nc3nc(CNC(=O)OC(C)(C)C)nn3c2C)cc1
3 | Nc1nc2c(ncn2S(=O)(=O)c2ccc(Cl)cc2)c(=O)[nH]1
0 | CCc1ccc(-n2c(=O)c3cccnc3n2CC(=O)Nc2cc(F)ccc2F)cc1
4 | Clc1ccnc(N2CCOCC2)n1
8 | C=CCOc1ccccc1CN1CCC(C2(CCc3ccccc3)NC(=O)N(CC#CC)C2=O)CC1 (stereo unspecified)
4 | Cc1ccc(NC(=O)CCc2c(C)nc3cc(-c4ccccc4)nn3c2C)cc1F
0 | CN(C(=O)c1ccco1)C(Cc1ccccc1Cl)C1CCN(Cc2ccc3ncccc3c2)CC1 (stereo unspecified)
-2 | Cc1nn(CCCC(=O)NCc2ccccc2Br)c(=O)c2c1sc1ccccc12
2 | Cc1cccc(N2CCN(C(=O)c3cc4c(=O)oc5ccccc5c4s3)CC2C)c1 (stereo unspecified)
2 | CNC(=O)COc1ccc(S(=O)(=O)NCC(C)C)cc1C
6 | O=C(CCc1ccco1)N1CCCC(Nc2ccc3c(c2)OCCO3)C1 (stereo unspecified)
-5 | CCOc1ccc(NC(=O)c2ccc(-c3ccccc3)s2)cc1
9 | COc1ccc(S(=O)(=O)N2CCN(c3ccc(C)cc3C)CC2)c2ccccc12
-5 | O=C1SCCC1NS(=O)(=O)c1cccs1 (stereo unspecified)
6 | COc1ccc(OC(C)C(=O)NCc2nc(-c3cccc(C)c3)no2)cc1 (stereo unspecified)
1 | CCC(C)N(C)c1ccc(NC(C)=O)cc1 (stereo unspecified)
-2 | O=C(c1cccc(C(F)(F)F)c1)N1CCN(c2ccccc2F)CC1
-2 | COc1ccc(Cl)cc1C(=O)Nc1ccc2nc(Nc3cccc(Cl)c3)cc(C)c2c1
0 | Cc1ccc2c(c1)c1c3n2CCN(CC(=O)N/N=C/c2ccc(F)cc2)C3CCC1 (stereo unspecified)
3 | CCn1ncc(Br)c1C(=O)Nc1ccn(Cc2ccccc2)n1
2 | COCC(=O)N(C)CC1CCN(CCc2ccccc2OC)CC1
5 | CCNc1nc(NCC)nc(Nc2nc(C)c(C(=O)OCC)s2)n1

Later entries.
RBX1-CUL1 inh | smiles
-12 | CCOc1ccc(CNC(=O)c2ccc(CS(=O)c3ccccc3)o2)cc1 (stereo unspecified)
-7 | S=c1nc(Nc2ccccc2)c(-c2ccccc2)n[nH]1
4 | Cc1ccc2c(c1)C(=O)OC(C(=O)Nc1ncc(Cc3ccc(Cl)cc3)s1)C2 (stereo unspecified)
5 | O=C1OC(c2ccccc2)OC(=O)C1=Cc1ccc(Cl)cc1 (stereo unspecified)
-2 | COc1ccc(C(=O)N(Cc2sccc2C)C2CCS(=O)(=O)C2)cc1Cl (stereo unspecified)
6 | CCCCC(=O)NC(=S)Nc1ccc(Br)cc1
-2 | CCCCNc1nc(OCC(F)(F)F)nc(N2CCN(C34CC5CC(CC(C5)C3)C4)CC2)n1
-3 | CC(C)c1ccc(NS(=O)(=O)c2cc(Br)cc3c2N(C(=O)C2CC2)CC3)cc1
-1 | COc1cc(NS(=O)(=O)c2ccc(N=CC3C(=O)NC(=O)N(c4ccc(C)cc4)C3=O)cc2)nc(OC)n1 (stereo unspecified)
-7 | O=C(NCCc1ccccc1)c1ccc2nc(N3CCCCC3)sc2c1
8 | COc1ccc(-c2ccc3c(N)c(C(=O)NCCc4ccccc4)sc3n2)cc1OC
-2 | Cc1cccc(NC(=O)CCNS(=O)(=O)c2cccc3nonc23)c1
3 | Cc1c(OC(C)C(=O)OC(C)C)ccc2c3c(c(=O)oc12)CCC3 (stereo unspecified)
-8 | Cc1ccccc1CCNC(=O)c1ccc(Cn2c(=O)c3cccn3c3cccnc32)cc1
1 | Cc1ccc(Cl)cc1NC(=O)Cn1c(SCC(=O)NCc2ccccc2)nc2ccccc21
6 | Cc1ccc(C2C(C(=O)Nc3ccccc3)N3c4ccccc4N=CC3C2(C#N)C#N)c(C)c1 (stereo unspecified)
4 | CCCCCn1c(NCc2ccc(N(CC)CC)cc2)nc2ccccc21
7 | COC(=O)c1cc2sc(C)cc2n1CC(=O)Nc1ccc(C)c(C)c1
-1 | O=C(Oc1ccccc1)Oc1ccc2c(c1)oc(=O)c1ccccc12
4 | CCCc1[nH]nc2c1C(c1ccc(F)cc1F)C(C#N)C(=N)O2 (stereo unspecified)
10 | CCCC(=O)Nc1cc2nn(-c3ccccc3)nc2cc1C
1 | C=CCNC(=O)c1cc(I)ccc1NC(=O)c1ccco1
4 | O=C(O)c1ccccc1N=CC1C(=O)NC(=O)N(c2ccccc2)C1=O (stereo unspecified)
-1 | O=c1c2cnn(-c3ccc(Cl)cc3)c2ncn1Cc1cccc(C(F)(F)F)c1
6 | CC(C)CC(=O)Nc1ccc(N2CCN(C(=O)CC(C)C)CC2)cc1

Overlap with the part before: five entries; new compounds follow.
RBX1-CUL1 inh | smiles
10 | CCCC(=O)Nc1cc2nn(-c3ccccc3)nc2cc1C
1 | C=CCNC(=O)c1cc(I)ccc1NC(=O)c1ccco1
4 | O=C(O)c1ccccc1N=CC1C(=O)NC(=O)N(c2ccccc2)C1=O (stereo unspecified)
-1 | O=c1c2cnn(-c3ccc(Cl)cc3)c2ncn1Cc1cccc(C(F)(F)F)c1
6 | CC(C)CC(=O)Nc1ccc(N2CCN(C(=O)CC(C)C)CC2)cc1
-15 | O=c1c2ccccc2c(-c2ccc(Br)cc2)nn1Cc1ccccc1
27* | CN(C)c1ccccc1/C=C1\Oc2ccccc2C1=O
2 | O=C(COC(=O)C1C2CCC(C2)C1C(=O)OCC(=O)c1ccc([N+](=O)[O-])cc1)c1ccc([N+](=O)[O-])cc1 (stereo unspecified)
-1 | O=C(NC1(C(F)(F)F)NC(=O)N(CCc2ccccc2)C1=O)c1ccccc1F (stereo unspecified)
-6 | Cc1c(-c2nc(-c3ccccc3)no2)nnn1-c1cccc(C(F)(F)F)c1
-3 | COc1cccc2c(C)nc(Nc3nc(CSc4nnc(C)s4)cc(=O)[nH]3)nc12
1 | COc1ccccc1Oc1ncccc1CNCc1cnc(C)nc1
-9 | N#CC1=C(c2ccncc2)c2ccc(N)cc2OC1N (stereo unspecified)
-1 | CC1C(=NC(=O)c2cc(-c3ccc(Br)cc3)on2)C(=O)N(c2ccccc2)N1C (stereo unspecified)
1 | COCC(=O)N(CCN1CCCCC1)CC1CCCN(C2CCCC2)C1 (stereo unspecified)
-10 | COc1ccc(N(CC(=O)Nc2ccc(Cl)cc2C)S(=O)(=O)c2ccccc2)c(OC)c1
2 | CN(C)CCCNCCc1ccccc1
0 | CN(Cc1ccc(CO)o1)C1CCCN(Cc2ccccc2F)C1 (stereo unspecified)
0 | O=C(Nc1ccccn1)c1cc(Br)ccc1Cl
2 | N#Cc1c(SCc2ccc(C(=O)O)cc2)nc2c(c1C(F)(F)F)CCCCCC2
4 | CC(=O)C1=C(C)N(C)C2=C(C(=O)c3ccccc32)C1c1ccc(Cl)cc1 (stereo unspecified)
-4 | COc1ccc(NC(=O)Cn2nnc(C(=O)NCc3ccccc3Cl)c2N)cc1Cl
-9 | CO[C@H]1[C@H](NC(=O)c2ccco2)c2ccccc2C12CCN(Cc1ccc(C)c(C)c1)CC2
-1 | NC(=O)c1cnc(Br)cc1Br
1 | O=C(COC(=O)c1cc(=O)[nH]c2ccc(Br)cc12)c1ccccc1
0 | O=C(NCCCn1ccnc1)c1cc2nc(-c3cccs3)cc(C(F)(F)F)n2n1
4 | Cc1ccc(N2CC(NC(=O)c3cccc(Cl)c3)CC2=O)cc1C (stereo unspecified)
-9 | COc1ccccc1CNC(=O)c1cc2cccc3c2n1CC(C)S3 (stereo unspecified)
6 | Cc1ccc(C)c(N2CCN(C(=O)CN3C(=O)COc4ccc(S(=O)(=O)N5CCCCCC5)cc43)CC2)c1
2 | CSCCC(=O)N1CCc2onc(-c3ccc(Cl)cc3)c2C1
0 | COc1ccc(S(=O)(=O)NC(C)C)cc1C
3 | O=C(Cc1ccc2c(c1)OCO2)N(Cc1ccncc1)Cc1cccc(OCCc2ccc(F)cc2)c1
-4 | COc1ccc(C(=O)COC(=O)c2ccc(NC(=O)Cc3ccccc3)cc2)cc1
-7 | O=C(CSc1nc2c([nH]c3ccccc32)c(=O)n1-c1ccccc1)N1CCc2ccccc21
0 | COc1ccc(/C=N/NC(=O)c2cccc(Br)c2)cc1OS(=O)(=O)c1ccccc1
-12 | COC(=O)c1ccc(C2N(Cc3ccccc3)CCCN2Cc2ccccc2)cc1
-4 | Cc1ccc(C(=O)Nc2ccc(NC(=O)c3cccs3)cc2)cc1C
-11 | COc1ccc(CC(=O)NCCc2sc(-c3cccc(F)c3)nc2C)cc1
-12 | COCC(=O)Nc1ccc(C)cc1C
-7 | C=CCSc1nc(C)ccc1[N+](=O)[O-]
-4 | O=C(CSc1nc2sc3c(c2c(=O)n1-c1cccc2ccccc12)CCCC3)N1CCOCC1
5 | O=C(CN=C1NC(=O)C(c2ccccc2)(c2ccccc2)N1)NCc1ccc(F)cc1
6 | CCCCCOc1ccc(/C=C/C(=O)Nc2sc3c(c2C(=O)OCC)CCC3)cc1OC
2 | C=CCc1cccc(C2N(C)c3ccccc3N2C)c1O
3 | Cc1cc(Cl)ccc1NC(=O)Cn1nnc2sc(-c3ccccc3)cc2c1=O
-4 | COc1ccccc1NC(=O)CSC1=Nc2ccccc2C2=NC(Cc3ccccc3)C(=O)N12 (stereo unspecified)
0 | CC(C)Oc1ccc(CNC(=O)CCCn2c(=O)c3cccn3c3ccccc32)cc1

Quoted at random: 5 entries already listed
RBX1-CUL1 inh | smiles
4 | Cc1ccc(NC(=O)CCc2c(C)nc3cc(-c4ccccc4)nn3c2C)cc1F
0 | CN(Cc1ccc(CO)o1)C1CCCN(Cc2ccccc2F)C1 (stereo unspecified)
0 | CCc1ccc(-n2c(=O)c3cccnc3n2CC(=O)Nc2cc(F)ccc2F)cc1
-5 | CCOC(=S)SCC(=O)Nc1nc(-c2ccc(OC)cc2)c(C)s1
-1 | NC(=O)c1cnc(Br)cc1Br

Compound activity as filed in PubChem.

This is a subset, so the mix of outcomes need not match the whole.
